Screens deposited in PubChem BioAssay by National Center for Advancing Translational Sciences (NCATS).
GCN5L2 inh – GCN5L2 (KAT2A) acetyltransferase inhibition; Q92830; GCN5L2 HAT assay, ThioGlo1 CoA-SH fluorescence; Potency, µM (doses to about 58.9 µM), for inactives: at the highest dose activity change, negative = inhibition, actives largely listed as inhibitors; 390,000 tested, 0.21% active
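Titration-based screen in which CoA formation is detected via maleimide probe ThioGlo1 (50uM) turning fluorescent on thiol reaction; substrates H3(1-25) 75uM and acetyl-CoA 70uM, GCN5L2 20nM, 20 min incubation at room temperature.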
TDP1 cell CPT – DT40-hTDP1 cell growth loss with CPT | 420,000 tested, 12% active | Potency, µM (titrated, usually from 46.2 µM), for inactives: at the highest dose activity change, negative = growth inhibition, usual class: inhibitors | AID 686979 | chicken DT40 Tdp1-/-;hTDP1 cells + 20 nM CPT, ATP luminescence, 48 h; note: nearly all actives have a fitted effect of over 55% in size
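Chicken DT40 Tdp1-/- cells complemented with human TDP1, 400 cells/well, exposed to compounds plus 20 nM camptothecin for at least 48 h at 37 C; viability read as ATP content by CellTiter-Glo luminescence.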
FEN1 inh – human FEN1 inhibition; P39748; Recombinant FEN1 flap cleavage, fluorescence, 15 min; AID 588795; Potency, µM (titrated, usually from 114 µM), for the others: at the highest dose activity change, negative = inhibition, hits mostly inhibitors; 390,000 tested, 0.35% active; note: nearly all actives have a fitted effect of over 65% in size
Target sequence (P39748 whole entry, looked up): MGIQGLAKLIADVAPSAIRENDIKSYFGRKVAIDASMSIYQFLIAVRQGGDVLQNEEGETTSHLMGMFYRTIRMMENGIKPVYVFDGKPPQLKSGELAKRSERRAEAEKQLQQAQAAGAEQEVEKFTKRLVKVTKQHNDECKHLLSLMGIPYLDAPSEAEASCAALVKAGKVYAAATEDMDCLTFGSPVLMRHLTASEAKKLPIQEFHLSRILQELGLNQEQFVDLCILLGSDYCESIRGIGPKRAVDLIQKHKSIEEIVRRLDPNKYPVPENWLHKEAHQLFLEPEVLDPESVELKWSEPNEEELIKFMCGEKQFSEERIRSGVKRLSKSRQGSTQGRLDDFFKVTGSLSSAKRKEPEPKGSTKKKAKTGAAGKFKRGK
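Enzyme 10 nM, 15 min RT preincubation with compound; start with substrate 50 nM final; reads at 0 and 15 min; qHTS titration, four-parameter Hill fit.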
An asterisk follows results filed as active; ? = inconclusive; . = not tested or not shown; & = joins results of further samples; [ ] = dose if it differs, or a comment. Calls come from the whole dose curve; as a rule, active = well fitted curve in the direction sought with a large enough effect; inconclusive = small, poorly fitted or top-dose-only effect, or another doubt; inactive = no such curve, though single readings can be large; an effect the other way counts as inactive or inconclusive. % is set by controls: 0 for no effect and ±100 for the full control effect; potency is the fitted concentration of half-maximal effect.

mol	GCN5L2 inh	TDP1 cell CPT	FEN1 inh
O=C(C[C@@H]1C/C=C\C[C@H](NC(=O)OCC2c3ccccc3-c3ccccc32)C(=O)OC[C@@H]2CCCN2C1=O)N[C@@H](CO)Cc1ccccc1	-3%	18µM*	-18%
CCc1nn(CC(=O)Nc2cc(C)ccc2C)c(=N)s1	3%	3%	6%
Cc1nn(-c2ccccc2)c(N)c1C1(O)C(=O)N(C)c2ccccc21 (configuration not stated)	-4%	23µM*	5%
Nc1ccc(C(=O)Nc2cccc(N)c2)cc1	3%	-12%	-18%
CCOc1ccc(C2/C(=C(\O)c3ccc4c(c3)OCCO4)C(=O)C(=O)N2CCCn2ccnc2)cc1OC (configuration not stated)	-1%	-21%	0%
COc1ccc(-n2c(SCC(=O)NCC3CCCO3)nc3ccccc32)cc1 (configuration not stated)	-4%[0.501 µM]	-17%	6%
CCCCc1nnc(NC(=O)CN(C)S(=O)(=O)c2ccc(C)cc2)s1	-4%	0%	-11%
Cc1ccccc1Cn1c2ccccc2c2cnn(CC(=O)NC(C)CCc3ccccc3)c(=O)c21 (configuration not stated)	-9%	9.2µM*	23%
CCOc1ccccc1/C=N/NC(=O)CSc1n[nH]c(=O)[nH]c1=O	-4%	-12%	3%
O=C(c1ccco1)N(CCCN1CCOCC1)c1nc(-c2ccc(F)cc2)cs1	-6%	23µM*	13%
COc1ccc(NC(=O)c2cc(S(=O)(=O)N3CCCCC3)ccc2N2CCCCC2)cn1	-9%	?	2%
Cc1ccc2nc(-c3cccs3)c(Nc3ccccc3)n2c1	.	?	0%
NS(=O)(=O)c1ccc(CNS(=O)(=O)Cc2ccc(Cl)cc2)cc1	-2%	6%	1%
CCOc1ccc(-n2c(C)nc3cc(C(=O)NCCC4=CCCCC4)ccc32)cc1	0%	18µM*	-7%
CCOC(=O)Cc1csc(SCC(=O)Nc2ccc3[nH]c(=O)[nH]c3c2)n1	-3%	5%	-7%

Pulled by compound from the list above (six):
mol	GCN5L2 inh	TDP1 cell CPT	FEN1 inh
Cc1ccccc1Cn1c2ccccc2c2cnn(CC(=O)NC(C)CCc3ccccc3)c(=O)c21 (configuration not stated)	-9%	9.2µM*	23%
COc1ccc(-n2c(SCC(=O)NCC3CCCO3)nc3ccccc32)cc1 (configuration not stated)	-4%[0.501 µM]	-17%	6%
CCc1nn(CC(=O)Nc2cc(C)ccc2C)c(=N)s1	3%	3%	6%
CCOc1ccc(-n2c(C)nc3cc(C(=O)NCCC4=CCCCC4)ccc32)cc1	0%	18µM*	-7%
Nc1ccc(C(=O)Nc2cccc(N)c2)cc1	3%	-12%	-18%
Cc1ccc2nc(-c3cccs3)c(Nc3ccccc3)n2c1	.	?	0%

Later entries.
mol	GCN5L2 inh	TDP1 cell CPT	FEN1 inh
CCc1ccc([C@@H]2CC=C(C(=O)O)CN2S(=O)(=O)c2ccc(C)cc2)cc1	1%	-1%	4%
CCOc1ccccc1NC(=O)CCC(=O)Nc1nnc(C2CCCCC2)s1	-4%	-34%	-3%
Cc1ccc(-n2ccc(=O)c(C(=O)Nc3ccc(S(=O)(=O)N4CCOCC4)cc3)n2)cc1	0%	-5%	0%
CCOC(=O)c1c(-c2ccc(OC)c(OC)c2)csc1NC(=O)c1ccc(F)cc1	-4%	?	-3%
COc1cccc(N2CCN(C(=O)CN3CCSc4ccccc43)CC2)c1	-3%	.	-7%
O=C(O)c1ccc(NS(=O)(=O)c2cccc3nsnc23)cc1	5%	-5%	-9%
C/C=C/C(=O)Nc1cccc(C2=NOC3(C2)C[C@@H](C(N)=O)N(C(=O)c2cc([N+](=O)[O-])cc([N+](=O)[O-])c2)C3)c1 (some centres not stated)	-4%	-6%	-2%
CCc1nnc(NC(=O)C2CCCN(C(=O)c3ccc(Cl)cc3)C2)s1 (configuration not stated)	-11%	?	-3%
CC(C)OCCCN1C(=O)c2[nH]nc(-c3ccccc3O)c2C1c1cccc(Cl)c1 (configuration not stated)	-15%	18µM*	-21%
CC(C)CCN(C(=S)NC(=O)C1CCCCC1)c1c(N)n(Cc2ccccc2)c(=O)[nH]c1=O	-4%	?	4%
O=C1C=CC(=O)c2c(O)c(N3CCN(CCO)CC3)c(Cl)c(O)c21	.	0.58µM*	?
c1coc(CNc2ncnc3ccccc23)c1	21%	10µM*	-12%&17%
C[C@@H]1CC[C@@]2(O[C@@H](CCO)C[C@@H](O)[C@@H]2O)O1	.	15%	6%
CN1CCN(c2nc3nonc3nc2N2CCN(C)CC2)CC1	-5%	4%	-14%
O=C(Nc1ccc(Cl)c(S(=O)(=O)N2CCCCC2)c1)c1cnccn1	-1%	-21%	4%
CC(C)(C)c1ccc(C(=O)NCCC(=O)NCc2ccco2)cc1	-3%	-27%	6%
Cc1ccccc1NC(=O)c1ccc2nc(Cc3ccccc3)oc2c1	-7%	?	11%
Cc1cccc(N=C2NC(=O)/C(=C/c3cn(C)c4ccccc34)S2)c1	-7%	?	-11%
O=S(=O)(NCCC(c1ccc(F)cc1)c1ccco1)c1ccccc1 (configuration not stated)	-9%	?	-1%
COc1ccccc1NC(=O)CCN1CCC(C(N)=O)CC1	8%	-18%	24%
CSc1ccc(Cl)c(C(=O)Nc2ccc(N3CCOCC3)cc2)c1	-9%	-28%	-8%
CCOC(=O)c1cc(S(=O)(=O)N2CCN(c3ccccc3OC)CC2)[nH]n1	1%	-15%	-11%
Cc1ccc(-n2c3nc(=O)n(C)c(=O)c-3cc3c(Cl)cccc32)c(C)c1	-1%	-15%	15%
O=C(c1ccccc1)N1CCN(C(=S)NCCc2ccccc2)CC1	-1%	-4%	-12%
CC1CCC(C(=O)NC(C(=O)N2CCN(c3ccccn3)CC2)C(C)C)CC1 (configuration not stated)	15%	-29%	-9%
O=C(CSc1nccn1-c1ccc(F)cc1)NCc1ccc(F)cc1	-2%	?	0%
Cc1ccc(NC(=O)CSc2nnc(Cc3ccccc3)o2)c(C)c1	-4%	14%	11%
COc1ccc(Cl)cc1NC(=O)NCC1CCN(C(=O)OC(C)(C)C)CC1	-3%	-7%	-12%
O=C1CN(c2ccc(Br)cc2)C(=O)N1CC(=O)N1CCCc2ccccc21	-6%	?	-14%
CCc1nnc(NC(=O)CCN(c2cc(C)cc(C)c2)S(=O)(=O)c2ccc(Cl)cc2)s1	-10%	?	-4%
NC(=O)NC(CC(=O)NCCc1ccccn1)c1ccccc1Cl (configuration not stated)	-11%	3%	1%
O=C(NCCc1ccccc1)c1cccs1	0%	-17%	-2%
CC(C)CN(C(=O)COC(=O)CCN1C(=O)c2ccccc2C1=O)C1CCS(=O)(=O)C1 (configuration not stated)	-6%	5%	6%
CCN1C(=O)[C@H]2[C@@H](c3ccc(C)cc3)N3C(=O)N(c4ccc(OC)cc4)C(=O)[C@@]3(Cc3ccccc3)[C@H]2C1=O	-1%	-17%	2%
Cc1ccc(CNS(=O)(=O)c2c(C)[nH]c(C)c2C(=O)N2CCCCC2)o1	-5%	10%	-4%
Cc1ccc(C)c(NC(=O)CCc2ccc(C)o2)c1	0%	-1%	-5%
COc1ccccc1N(CC(=O)NC1CCCCC1)S(C)(=O)=O	0%	-2%	2%
COc1ccc(/C(C)=N/NC(=O)c2ccncc2)cc1	-15%	11%	31%
CCc1nnc2cccc(Cl)n12	25%	-12%	-4%
Cn1cc(C(=O)Nc2cccc(F)c2)cn1	0%	-4%	-1%
CC1Cc2cc(S(=O)(=O)NCCC(=O)NCc3ccc(F)cc3)ccc2N1C(=O)C1CC1 (configuration not stated)	-2%	?	13%
CCC1(C)Cc2[nH]c(=O)c(C#N)cc2CO1 (configuration not stated)	-4%	2%	12%
CCOc1ccc(N(C(=O)c2snc(C(N)=O)c2N)C(C)C(=O)NC2CCCCC2)cc1 (configuration not stated)	-6%	-27%	-11%
Cc1ccc(-n2c(Cl)c(Cl)nc(Cl)c2=O)cc1	-2%	0.29µM*	-30%
Nc1nc(N)c(N=Nc2ccc(C(=O)O)cc2)c(N)n1	-23%	-5%	-4%
O=C(COc1ccccc1)NCC(c1cccs1)S(=O)(=O)c1ccc(Cl)cc1 (configuration not stated)	-27%	?	4%
CC(C)(C)c1ccc(C(CC(=O)O)NC(=O)Cc2ccc(Cl)cc2)cc1 (configuration not stated)	26%	4%	-3%
C[N+](C)(C)CCOP(=O)([O-])OP(=O)(O)OCC1OC(n2ccc(N)nc2=O)C(O)C1O (configuration not stated)	34%[activator]	-7%	.
O=C(CCNC(=O)c1ccccc1Cl)Nc1cc(S(=O)(=O)N2CCOCC2)ccc1N1CCCC1	5%	-9%	-5%
COc1cccc(OCc2cc(=O)n3c(-c4ccccc4)csc3n2)c1	-6%	?	-3%
O=C(O)C1=C[C@@H](O)[C@@H](O)[C@H](O)C1	-9%	6%&1%	-9%
CCc1cc(=O)oc2cc(C)c3c(C)coc3c12	-1%	4%	3%
CCCSc1nc(O)c(C2OC(=O)c3c2ccc(OC)c3OC)c(=O)n1-c1ccccc1 (configuration not stated)	-2%	-4%	6%
CCn1c(Sc2nc(C)nc3scc(-c4cccs4)c23)n[nH]c1=O	-10%	-16%	6%
C=CCn1c(SCC(=O)Nc2ccc(N(C)C)cc2)nnc1-c1cccc(C)c1	-9%	6%	-7%
CSc1ccc(/C=C(\NC(=O)c2ccccc2)C(=O)NN)cc1	-3%	-1%	-1%
c1ccc2c(-c3nc(C4CCCCC4)no3)cc(-c3ccncc3)nc2c1	-6%	?	-6%
CCC(=O)NC(c1ccc([N+](=O)[O-])cc1)c1c(O)ccc2ccccc12 (configuration not stated)	1%	20µM*	8%
CC(C)(C)OC(=O)N/N=C\C=C\c1ccc2c(c1)OCO2	1%	4%	8%
Cc1nc2ccc(S(=O)(=O)CCC(=O)Nc3ccccc3C)cc2s1	2%	-24%	6%

Carrying on:
mol	GCN5L2 inh	TDP1 cell CPT	FEN1 inh
Cc1ccc(CNC(=O)C2CCN(c3nc(C)cc(C)n3)CC2)cc1	.	-8%	1%
O=C(NCCNC(=O)c1cnccn1)c1cccc(Cl)c1	-2%	-23%	4%
O=C(COC(=O)c1c[nH]c2ccccc12)NC1CCCC1	-2%	-6%	-1%
CC(=O)N1CCN(c2ccc(N)cc2)CC1	-5%	.	-5%
COc1ccc(C(C#N)c2cnccn2)cc1OC (configuration not stated)	-4%	0%	3%
COc1ccc(-c2nnc(SCC(=O)Nc3nncs3)o2)cc1	-3%	7%	-5%
CN(C)C(=S)Nc1ccc2c(c1)OCCO2	0%	7%	-6%
CC(/C=N/NC(=O)c1cc(C2CC2)[nH]n1)=C\c1ccccc1	2%	?	-8%
COc1ccc(N2CC(C(=O)Nc3nnc(SCc4ccccn4)s3)CC2=O)cc1 (configuration not stated)	1%	-3%	1%
Cc1cc(C)nc(NS(=O)(=O)c2ccc(NC(=O)c3ccc(O)cc3O)cc2)n1	-12%	12%	0%
Cc1ccc2[nH]c(=O)c(CN(Cc3ccc4c(c3)OCO4)Cc3nnnn3Cc3ccco3)cc2c1	-3%	12µM*	8%
CC1=Nc2ccc3ccccc3c2C1(C)C	-4%	12%	-10%
Cc1cc2c(cc1C)N[C@]1(C[C@H]3CCCC(=O)N4CC[C@@H](C1)[C@@H]34)C(=NCc1ccccc1)N2	.	11µM*	-3%
COc1ccc(NC(=O)CSc2nnc(N)s2)cc1S(=O)(=O)N1CCCCC1	-2%	7%	-1%
Cc1nnc(NC(=O)CSc2nc(C(C)C)nc3ccccc23)s1	-18%	6.5µM*	2%
CCOc1cccc(NC(=O)Cn2nc(-c3ccc4c(c3)OCCO4)ccc2=O)c1	-2%	?	-12%
Cc1ccc(C)c(OCCC(=O)OCC(=O)Nc2cc(S(=O)(=O)N3CCOCC3)ccc2C)c1	-5%	-7%	9%
O=C(c1ccc(CS(=O)Cc2ccccc2Cl)o1)N1CCN(c2cccc(Cl)c2)CC1 (configuration not stated)	-13%	?	-22%
Cc1cc(C)n(-c2nc3ccccc3c(=O)n2OC2CCCCC2)n1	-4%	?	-2%
O=C(O)C12C3CCC(O3)C1(C(=O)O)C1CCC2O1 (configuration not stated)	.	-5%	-2%
CC(C)c1ccc(C(C(=O)NC(C)(C)C)N(C(=O)CNC(=O)c2ccco2)c2cccnc2)cc1 (configuration not stated)	1%	4%	-2%

Arranged by formula weight (low to high): part of the list above
mol	GCN5L2 inh	TDP1 cell CPT	FEN1 inh
Cc1cc(C)n(-c2nc3ccccc3c(=O)n2OC2CCCCC2)n1	-4%	?	-2%
CC(C)c1ccc(C(C(=O)NC(C)(C)C)N(C(=O)CNC(=O)c2ccco2)c2cccnc2)cc1 (configuration not stated)	1%	4%	-2%
Cc1ccc(C)c(OCCC(=O)OCC(=O)Nc2cc(S(=O)(=O)N3CCOCC3)ccc2C)c1	-5%	-7%	9%

An excerpt; rates above refer to the full screens.
